Screening data as filed in PubChem.
HTR5A inv ag: HTR5A inverse agonism, opioid heterodimer counter-screen. P47898. HTR5A cell line, luminescence. inhibition, % at 9.3 µM. actives 0.083% (n = 340,000); in the data active means inhibition mostly above about 23%, no sharp cut-off; inactive means mostly below about 18%;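 further: 0% = cells with DMSO and 100% = no-cell wells with DMSO; some compounds called inactive have numbers as strong as hits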
OPRM1-OPRD1 inv: inverse agonists of human mu-delta opioid receptor heterodimerization; actives 0.21% (n = 340,000); inhibition, % at 9.3 µM; AID 504357; cell-based MOR-DOR heterodimer luminescence, inverse agonism; P35372+P41143; in the data active means inhibition above about 22%, passing the limit was not always enough;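 further: 0% = cells with DMSO and 100% = wells without cells with DMSO; values of inactives mirror those of a sister screen read the other way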
Target sequence (P35372 whole entry, looked up): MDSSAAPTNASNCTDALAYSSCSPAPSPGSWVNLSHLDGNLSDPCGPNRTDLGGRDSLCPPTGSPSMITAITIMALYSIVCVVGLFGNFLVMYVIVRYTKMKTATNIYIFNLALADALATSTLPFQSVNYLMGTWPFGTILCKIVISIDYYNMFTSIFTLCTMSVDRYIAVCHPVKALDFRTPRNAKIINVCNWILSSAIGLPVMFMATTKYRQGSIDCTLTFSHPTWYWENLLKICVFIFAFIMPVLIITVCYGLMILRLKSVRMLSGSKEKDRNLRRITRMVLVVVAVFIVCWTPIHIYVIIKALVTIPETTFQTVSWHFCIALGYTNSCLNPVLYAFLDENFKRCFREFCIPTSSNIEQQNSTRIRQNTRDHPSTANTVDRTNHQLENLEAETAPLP
Target sequence (P41143 whole entry, looked up): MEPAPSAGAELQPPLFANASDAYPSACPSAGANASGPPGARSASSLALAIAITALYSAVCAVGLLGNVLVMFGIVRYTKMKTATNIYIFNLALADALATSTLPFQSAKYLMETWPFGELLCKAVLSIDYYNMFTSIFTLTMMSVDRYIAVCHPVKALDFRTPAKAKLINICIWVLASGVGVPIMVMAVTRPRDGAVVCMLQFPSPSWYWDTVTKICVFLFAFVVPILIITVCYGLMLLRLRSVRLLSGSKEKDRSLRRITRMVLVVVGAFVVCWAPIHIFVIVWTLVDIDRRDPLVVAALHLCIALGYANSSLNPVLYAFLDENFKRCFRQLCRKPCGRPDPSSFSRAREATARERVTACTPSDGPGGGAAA
HTR5A ag ctr: activates human HTR5A in OPRM1-OPRD1 agonist counter-screen. HTR5A agonist assay, luminescence, cell-based. activation, % at 9.3 µM. actives 0.61% (n = 340,000). P47898. AID 504692; in the data active means activation mostly above about 9.5%, no sharp cut-off; inactive means mostly below about 7.6%;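 further: 0% = cells with vehicle only and 100% = reference agonist; strong numbers were not always called active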
RTF Ca sens act: cardiac RTF calcium sensitization; P19429+P45379; IANBD-labeled TnC RTF fluorescence at EC20 calcium; 0% EC20 calcium, 100% full calcium; activation, % at 7.2 µM; actives 0.24% (n = 340,000); AID 493008;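 active means activation above the mean over all tested compounds plus 3 SD, cut at about 30% in these data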;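 further: rise in fluorescence read as greater calcium sensitivity of cardiac thin filaments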
LANA DNA inh: inhibitors of KSHV LANA C-terminal domain DNA binding. AID 504423. actives 0.078% (n = 340,000). inhibition, % at 9 µM. MBP-C-LANA/FAM-LBS DNA binding, fluorescence polarization;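 active means highest replicate inhibition at or above 60% at 9 µM, even if other replicates fall short; inactive means all replicates below 60% inhibition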;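 further: 0% = neutral control wells and 100% = 4 µM acridine orange control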
V-ATPase pH: alters yeast V-ATPase proton transport | S. cerevisiae, pHLuorin cytosolic pH fluorescence | response, % at 10 µM | actives 0.37% (n = 350,000); in the data active means response mostly above about 7.3%, no sharp cut-off; inactive means mostly below about 5.4%; further: actives read high; inactives centre near 0; some compounds called inactive have numbers as strong as hits; reference of the scale not given here
RTF Ca sens inh: cardiac RTF calcium desensitization | P19429+P45379 | IANBD-labeled cardiac RTF, Ca2+ fluorescence | inhibition, % at 7.15 µM | actives 0.12% (n = 340,000);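 active means inhibition above the mean inhibition of all tested compounds plus 3 SD, cut at about 17% in these data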;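 further: assay run at fixed EC70 calcium of 1.6 mM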
CAL-PDZ inh HTS: inhibitors of human CAL PDZ peptide binding; actives 0.92% (n = 300,000); Q9HD26; inhibition, % at 24.9 µM; purified CAL PDZ, TMR-peptide fluorescence polarization, 1 h;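 active means mean inhibition of at least 30% with at least half of replicates also reaching 30%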;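 further: 0% = DMSO neutral control and 100% = excess unlabeled competitor peptide PRC23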
MOR-DOR ag: agonists of human mu-delta opioid receptor heterodimerization. P35372+P41143. cells, OPRM1-OPRD1 heterodimerization, luminescence. activation, % at 9.3 µM. actives 0.3% (n = 340,000); in the data active means activation above about 18%;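 further: 0% = vehicle-treated cells and 100% = reference agonist; values of inactives mirror those of a sister screen read the other way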
Keap1 Nrf2 FP: disrupts human Keap1 binding to Nrf2 peptide; actives 0.15% (n = 340,000); Keap1 Kelch-Nrf2 peptide fluorescence polarization, 1536-well; inhibition, % at 9.4 µM; Q14145; in the data active means inhibition above about 12%;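 further: human Keap1 Kelch domain with fluorescein labeled Nrf2 9mer peptide probe; 0% = neutral control wells and 100% = peptide positive control; higher means more block of Keap1 binding to Nrf2 peptide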
Numbers without * were called inactive; . = not tested or not shown.

SMILES	HTR5A inv ag	OPRM1-OPRD1 inv	HTR5A ag ctr	RTF Ca sens act	LANA DNA inh	V-ATPase pH	RTF Ca sens inh	CAL-PDZ inh HTS	MOR-DOR ag	Keap1 Nrf2 FP
O=[N+]([O-])c1cc(-c2nnc(C34CC5CC(CC(C5)C3)C4)o2)cc([N+](=O)[O-])c1	-1	-30	-1	0	1.4	5	-4	0	6.0	3
CCn1c(CSc2nc(C)cc(C)n2)nnc1SCC(=O)Nc1ccccc1	18	13	-4	-1	0.3	-5	-1	0	-2.5	2
O=C(COC(=O)c1cccc(S(=O)(=O)N2CCN(c3ccccc3)CC2)c1)NCC1CCCO1 (configuration not stated)	-1	5	0	-3	0.5	-2	-3	-3	-1.0	-4
CCOC(=O)N1CCN(C(=O)c2c[nH]c3ccc(S(=O)(=O)N(C)c4ccc(OCC)cc4)cc3c2=O)CC1	-9	12	-1	0	-0.6	0	-9	-5	-2.3	-7
CCCN(Cc1nnc(-c2ccccc2Cl)o1)C(=O)c1oc2ccccc2c1C	11	-15	4	1	-0.2	7	2	-7	3.0	-8
CCOC(=O)c1cc(NC(=O)c2ccc(Cl)cc2)c(=O)oc1-c1ccccc1	-18	10	6	-4	0.3	-3	-6	-1	-2.0	0
COc1ccc(S(=O)(=O)NCc2cccnc2)cc1C(=O)N1CCCCC1	14	13	-5	-5	0.4	-4	-23	-4	-2.4	-4
CC(C)NS(=O)(=O)c1ccc(OCC(=O)N2CCCC2)cc1	-2	22	-2	10	0.7	1	-3	-1	-4.7	-5
COCCN1C(=O)N[C@@H](c2cccc(C(F)(F)F)c2)[C@@H](C(=O)OC)[C@H]1C	-28	4	-4	5	0.5	2	-3	0	-0.7	6
O=C(C1CCCN1S(=O)(=O)c1ccc(Cl)c(Cl)c1)N1CCOCC1 (configuration not stated)	-12	5	-1	-3	-0.3	1	-6	1	-1.0	1
CC(C)[C@H](CN1CCC[C@H]1CN1C(N)=NC[C@H]1C(C)C)N1C[C@@H](Cc2ccccc2)N(CCCC2CCCC2)C1=N	1	8	0	0	1.6	4	-11	-2	-1.6	-4
CC(C)CC(COCc1ccc(F)cc1)N1CCN(C(=O)c2cccc(C(F)(F)F)c2)CCC1=O (configuration not stated)	-8	-12	7	-1	1.2	1	2	3	2.2	-7
COc1cccc(OCCOc2ccc(/C=C3/SC(=S)NC3=O)cc2)c1	-6	10	2	4	-2.5	0	-9	-1	-1.9	-4
COc1ccc2ccccc2c1/C=N/Nc1ccc(Cl)c(C(=O)O)c1	7	-22	-3	-6	0.5	-4	3	.	3.0	0
O=[N+]([O-])c1ccc(F)cc1OCc1cccc(S(=O)(=O)N2CCOCC2)c1	-18	7	7	-1	-0.5	1	-1	-5	-1.0	-1
N#Cc1c2c(c(NCCOCCO)n3c1nc1ccccc13)CCCC2	-4	4	3	-2	0.1	2	-8	-3	-1.0	4
CC(C)(C)c1nnc(NC(=O)c2ccc(Cl)nc2)s1	-3	3	1	0	0.2	0	-7	-8	-0.4	-5
Cc1cc(Cl)c(S(=O)(=O)N2CCSCC2)cc1OCC(=O)NC1CCCCC1	1	-29	2	3	0.6	5	0	-3	5.7	-1
Cc1ccccc1C(=O)NC1CCN(CC(=O)NCc2ccc(F)cc2)CC1	-9	3	1	-2	0.1	0	5	.	-0.5	-2
COc1ccc(-c2nnnn2-c2ccccc2OC)cc1	13	12	-3	-3	-0.4	-2	3	2	-2.3	1
Cc1cc(NC(=O)CSc2n[nH]c(CC(C)C)n2)no1	-16	1	4	3	0.4	-5	1	-2	-0.1	-2
CCN(CC)S(=O)(=O)c1ccc(N=NC2=C(O)CCCC2=O)cc1	11	21	-5	-1	2.1	-1	-8	-8	-3.2	4
Cc1ccnc(NC(=O)c2ccc3c(c2)C(=O)N(CCC(C)C)C3=O)c1	5	10	0	2	0.8	2	-4	6	-1.8	0
CC(=O)Nc1ccc(NC(=O)C(=O)c2cn(CC(=O)N3CCCC3)c3ccccc23)cc1	10	6	0	-1	0.2	7	-3	-4	-1.2	-1
Cc1ccc(OCCOCCOc2cccc3cccnc23)c(Br)c1	4	18	1	-3	-0.2	-7	-16	8	-3.6	3
N#Cc1ccc2[nH]c(CO)c(-c3ccccc3)c2c1	-13	2	4	-5	-0.8	-4	8	-2	-0.3	1
CCOC(=O)c1ccc2c(c1)nc(C)n2CC	-1	9	-3	-2	1.7	0	-7	0	-1.7	2
O=C(c1cccc(S(=O)(=O)N2CCc3ccccc3C2)c1)N1CCN(c2ccc(O)cc2)CC1	5	-11	7	-1	-0.7	4	0	-1	2.0	-1
COc1cc([N+](=O)[O-])ccc1-c1ccc(/C=N/NC(N)=O)o1	-14	-4	1	12	0.4	-1	-34	-3	0.7	-4
O=C(NCc1ccccn1)c1cc(-c2ccc(Cl)cc2)nc2ccccc12	9	7	-2	-6	-0.7	2	-6	-1	-1.3	2
CC(CO)NCC12CC3CC(CC(C3)C1)C2 (configuration not stated)	7	13	-2	-1	0.1	0	-5	-1	-2.8	-3
Cc1ccc(-c2nc(CN(C)Cc3ccc4nccnc4c3)c(C)o2)s1	-13	12	1	0	-0.2	1	-8	.	-2.4	2
CC(=O)Nc1ccc(N2C(=O)CSC2c2ccc([N+](=O)[O-])cc2)cc1 (configuration not stated)	-14	19	4	6	1.2	0	-16	-8	-4.3	1
CC1CCCC(NC(=O)CSc2nnnn2C)C1C (configuration not stated)	3	-4	-1	3	1.0	0	-25	-2	0.6	2
O=C1N(CN2CCN(c3cccc(Cl)c3)CC2)c2ccccc2C12OCCCO2	-9	-8	-2	4	-0.5	5	-7	.	1.3	-3
O=S(=O)(c1cccs1)N1CCN(c2ccccc2)CC1	3	8	-1	-1	2.5	1	-6	.	-1.0	3
CCOC(=O)C1CCCN(C(=S)Nc2ccc(OC)cc2)C1 (configuration not stated)	-6	9	5	-1	-0.4	1	-1	.	-1.9	-1
CCc1ccc(OCC(=O)N/N=C/c2cc([N+](=O)[O-])ccc2N2CCCCCC2)cc1	11	11	2	-14	0.8	3	-7	0	-2.1	-3
CCSc1nnc(NC(=O)NC(CC)(C(F)(F)F)C(F)(F)F)s1	-11	-72	0	5	1.5	.	5	-2	12	0
CC(=O)N1CC(c2ccccc2)C(c2ccc(Cl)cc2)=N1 (configuration not stated)	-5	-8	1	-1	-2.7	6	-25	-5	1.3	3
O=C(NN=C1CCCCCC1)NC1CCCCC1	5	6	1	1	-2.2	3	-29	-3	-1.2	-1
CCOC(=O)c1cn(CC)c2cc(N3CCOCC3)c(F)cc2c1=O	-24	8	-4	-8	0.9	1	-7	1	-1.9	4
Cc1cc2nc(-c3cccc(NC(=O)c4ccc(Br)o4)c3)oc2cc1C	1	4	-5	-2	0.7	0	-20	-4	-0.7	-2
CC1=C(c2ccccc2)[N+](=O)C2(CCCC2)N1[O-]	19	6	-7	0	-0.1	0	-20	-4	-1.0	-2
CC(=O)N1N=C(c2cccs2)CC1c1cc2cc(C)ccc2nc1Cl (configuration not stated)	2	15	2	8	-0.7	2	-8	-22	-3.0	3
CC(Oc1cccc(Cl)c1)C(=O)NNC(=O)c1cccnc1 (configuration not stated)	-22	4	6	-2	0.2	-1	-4	0	-0.9	-2
COc1ccc(C2C(C#N)=C(/N=C/N3CCOCC3)OC3=C2C(=O)CC(C)(C)C3)cc1OC (configuration not stated)	-2	13	1	-7	-0.1	-4	-6	.	-2.5	0
O=C(OCc1ccccc1)c1cnc(Cl)c(Cl)c1	14	-16	-5	-11	0.1	4	8	3	2.9	1
Cc1ccc(F)c(C2=CC(=O)C[C@H](c3ccc(F)cc3)C2)c1	5	-5	-2	-2	-1.9	-5	-4	-3	0.9	-5
Cc1cc(C)cc(N(CCC#N)C(=O)CSc2n[nH]c(N)n2)c1	-27	-6	10	-9	1.0	-1	-26	-2	0.9	-2
Cc1cccc(NC(=O)c2ccccn2)c1C	-12	13	5	2	-1.2	0	-4	-1	-2.1	-1
Cc1sc2ncn(CC(=O)NCc3ccco3)c(=O)c2c1-c1ccccc1	0	14	1	1	-0.5	-6	0	-4	-2.8	-2
COc1ccccc1/C=N/NC(=O)c1ccc(C)nc1	-5	15	1	-7	1.8	-2	-6	.	-3.3	2
CCCCn1c(N)c(N(Cc2ccccc2OC)C(=O)c2cc(=O)[nH]c3ccccc23)c(=O)[nH]c1=O	1	7	6	1	-0.4	-1	0	-1	-1.0	1
Cc1cc(C(=O)OCC(=O)NC(C)C)c(C)o1	-3	-7	1	-2	-0.4	1	-12	-5	1.4	-1
CCOC(=O)N1C=CC=C[C@@H]2[C@@H](N3C(=O)c4ccccc4C3=O)C(=O)N21	5	1	4	-3	-0.7	-2	-5	2	-0.1	2
CCOc1c(Br)cc(/C=C2\C(=O)N(CCC#N)N=C2C)cc1OC	4	18	5	0	-0.2	1	10	-1	-3.4	1
COc1ccc(C)cc1NC(=O)c1ccc2c(SCC(=O)O)c3c(nc2c1)CCCC3	10	20	-3	-2	0.7	4	-2	-4	-3.8	0
CCN(CC(=O)NCc1cccs1)C(=O)/C=C/c1cccc(Br)c1	-5	8	8	-7	1.3	-3	-9	.	-1.2	3
O=C(COC(=O)/C=C/c1ccccc1[N+](=O)[O-])Nc1ccc(S(=O)(=O)N2CCOCC2)cc1	3	8	-1	2	0.6	-4	-2	35*	-1.4	-4

The final 3 compounds of the section above are carried over, then new ones follow:
SMILES	HTR5A inv ag	OPRM1-OPRD1 inv	HTR5A ag ctr	RTF Ca sens act	LANA DNA inh	V-ATPase pH	RTF Ca sens inh	CAL-PDZ inh HTS	MOR-DOR ag	Keap1 Nrf2 FP
COc1ccc(C)cc1NC(=O)c1ccc2c(SCC(=O)O)c3c(nc2c1)CCCC3	10	20	-3	-2	0.7	4	-2	-4	-3.8	0
CCN(CC(=O)NCc1cccs1)C(=O)/C=C/c1cccc(Br)c1	-5	8	8	-7	1.3	-3	-9	.	-1.2	3
O=C(COC(=O)/C=C/c1ccccc1[N+](=O)[O-])Nc1ccc(S(=O)(=O)N2CCOCC2)cc1	3	8	-1	2	0.6	-4	-2	35*	-1.4	-4
S=C1Nc2cc(Cl)ccc2Sc2ccccc21	17	4	7	-8	-0.1	2	8	-2	-0.9	2
Cc1ccccc1NC(=O)C(=O)c1cn(C)c2ccccc12	-8	-116	3	3	3.2	-2	-5	8	24*	-3
CCn1c(C)[n+](Cc2ccccc2)c2ccc(Cl)cc21	9	11	-3	2	-0.1	1	-3	-4	-2.1	-2
COc1ccc(N)c2c1C(=O)c1ccccc1C2=O	8	15	-2	-10	-3.3	-4	4	.	-2.7	2
CN1CCN(C(=O)C2=C[C@H](c3ccc4c(c3)OCO4)C[C@H](OCc3ccc(CO)cc3)O2)CC1	-6	14	18	-2	1.1	3	2	-1	-2.5	-1
CC(=O)Nc1cccc(NC(=O)C(=O)NCC(c2ccco2)N2CCc3ccccc3C2)c1 (configuration not stated)	-5	13	-2	-9	0.1	-2	0	-8	-2.0	3
O=C(/C=C/c1ccccc1)NCC(=O)N/N=C/c1cccs1	8	11	1	3	0.3	-2	-13	-1	-1.9	-3
CCCC1=Nc2cc(C(=O)NCCN3CCOCC3)ccc2Sc2ccccc21	-3	0	-2	-2	-2.7	0	-4	8	-0.1	0
COc1ccccc1N1CCN(C(=O)CCCn2c(=O)[nH]c3ccsc3c2=O)CC1	9	10	-4	6	0.3	1	-5	.	-1.8	3
